LGR2 antag: blocks bursicon-induced cAMP signaling via Drosophila LGR2; inhibition, % at 9.99 µM; HEK293 LGR2, CRE-luciferase, bursicon-stimulated, 4 h; 380,000 compounds, 0.35% hits; AID 720647;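 active = drop in luminescence signal, shown as inhibition above about 50% in the replicate tests, limit read from the data, passing the limit was not always enough; inconclusive = probably only some replicates passing the limit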;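 also: agonist challenge used bursicon conditioned medium at about half maximal strength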
FN deposit inh: fibronectin deposition inhibition; AH1F fibroblasts, Alexa488-fibronectin deposition fluorescence, overnight; inhibition, % at 12.6 µM; 350,000 compounds, 0.086% hits; AID 743247;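 active = mean inhibition across replicates of 30% or more, regardless of how many single replicates reach that level; inconclusive = mean under 30% yet at least half of replicates reach 30%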;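 also: positive control wells lacked labelled fibronectin entirely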
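Material – AH1F fibroblast monolayer, labelled fibronectin deposition · Reagent – labelled fibronectin 24 nM · Timing – 1 h adhesion, overnight exposure · Measured by – fluorescence at 485 nm excitation, 525 nm emission · Read-out – inhibition of fibronectin deposition signal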
PAX8 inh HTS: lowers PAX8-driven luciferase in RMG-I cells. 360,000 compounds, 1.2% hits. inhibition, % at 12.6 µM. RMG-I TPO-luciferase reporter, SteadyGlo, 24 h. AID 652154;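 active = mean replicate inhibition at least 60% with every replicate also reaching 60%; inconclusive = only one of the two criteria is met; inactive = mean below 60% and not all replicates reaching 60%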;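 also: luciferase light reporting Pax8 driven TPO promoter activity; plate controls were median of neutral control wells for no effect and mitoxantrone controls for full effect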
EWS-Fli block: blocks EWS/Fli oncoprotein-driven transcription. A673 NR0B1-luciferase reporter, viability-normalised. inhibition, % at 12.6 µM. 350,000 compounds, 0.67% hits;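 active = mean inhibition of at least 50% after viability correction, with every replicate also passing that limit; inconclusive = mean reaches 50% but only one of two replicates passes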;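 also: firefly luciferase signal divided by Alamar Blue viability fluorescence both relative to DMSO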
PGC1a acetyl inh: lowers PGC1a acetylation signal in U2OS cells; inhibition, % at 15.6 µM; 350,000 compounds, 0.17% hits; AlphaScreen anti-acetyl-lysine; with virally co-expressed GCN5 acetyltransferase;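 active = every replicate shows inhibition of at least 40%; inconclusive = mean inhibition at least 40% but some replicate below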;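 also: 0% = neutral control wells and 100% = positive control wells; some results beyond the cut were filed as inactive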
PglD inh: PglD (C. jejuni) enzyme inhibition | 360,000 compounds, 0.098% hits | AID 602405 | inhibition, % at 12.5 µM | purified PglD enzyme, DTNB colorimetric CoA detection; in the data active = inhibition above about 16%, passing the limit was not always enough; inconclusive = no clear call, values can overlap the other calls; also: strong numbers were not always called active
ERAP1 inh: blocks human ERAP1 aminopeptidase activity. inhibition, % at 10.7 µM. Q9NZ08. recombinant ERAP1, Leu-AMC fluorescence, 60 min. AID 652197. 340,000 compounds, 0.15% hits;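 active = mean replicate inhibition of at least 30%, or all replicates individually reaching that 30% level; inactive = mean below 30% and not every replicate reaching it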;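 also: 0% = neutral control wells and 100% = L-leucinethiol positive control wells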
Target sequence (Q9NZ08 whole entry, looked up): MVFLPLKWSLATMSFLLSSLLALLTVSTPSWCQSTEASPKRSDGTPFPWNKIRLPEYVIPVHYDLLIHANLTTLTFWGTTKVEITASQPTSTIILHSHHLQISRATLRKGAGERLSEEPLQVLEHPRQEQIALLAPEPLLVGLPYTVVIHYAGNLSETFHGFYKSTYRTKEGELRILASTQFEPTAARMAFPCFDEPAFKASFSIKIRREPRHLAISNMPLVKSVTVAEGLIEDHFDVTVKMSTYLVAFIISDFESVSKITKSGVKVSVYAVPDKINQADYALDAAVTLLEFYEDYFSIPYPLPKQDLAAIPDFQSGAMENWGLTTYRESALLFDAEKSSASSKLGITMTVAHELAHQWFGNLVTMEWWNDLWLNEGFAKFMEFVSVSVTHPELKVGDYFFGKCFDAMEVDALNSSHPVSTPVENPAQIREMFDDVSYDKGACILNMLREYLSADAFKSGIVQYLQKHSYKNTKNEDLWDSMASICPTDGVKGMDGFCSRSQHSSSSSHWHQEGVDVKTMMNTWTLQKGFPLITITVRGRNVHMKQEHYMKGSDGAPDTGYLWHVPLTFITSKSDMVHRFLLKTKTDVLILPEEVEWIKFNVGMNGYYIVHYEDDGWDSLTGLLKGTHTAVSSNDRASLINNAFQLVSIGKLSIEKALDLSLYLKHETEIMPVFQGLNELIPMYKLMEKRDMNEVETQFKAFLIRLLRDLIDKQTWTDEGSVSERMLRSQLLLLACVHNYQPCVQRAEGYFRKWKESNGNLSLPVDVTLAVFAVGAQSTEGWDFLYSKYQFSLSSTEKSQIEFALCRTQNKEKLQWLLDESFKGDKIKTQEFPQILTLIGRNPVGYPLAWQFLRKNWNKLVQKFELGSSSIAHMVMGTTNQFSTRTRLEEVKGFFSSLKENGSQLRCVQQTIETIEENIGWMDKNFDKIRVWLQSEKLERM
S100A4 MyoIIA: inhibitors of human S100A4 binding to myosin IIA peptide. S100A4/TAMRA-MyoIIA peptide fluorescence polarization. AID 652163. P26447. 360,000 compounds, 0.14% hits. inhibition, % at 10.7 µM;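 active = mean inhibition of at least 70% across replicates, with every replicate also reaching that level; inconclusive = mean inhibition reaches 70% but some replicates fall short; inactive = mean inhibition below 70%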
Target sequence (P26447 whole entry, looked up): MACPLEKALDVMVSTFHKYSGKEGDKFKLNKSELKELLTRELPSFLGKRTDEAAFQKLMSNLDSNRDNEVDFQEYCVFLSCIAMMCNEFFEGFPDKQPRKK
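incubation = readout 5 min after mixing, signal stable up to 60 min | system = S100A4 monomer protein | buffer or medium = HEPES pH 7.2 with CaCl2, KCl, NaCl, DTT, Triton | benchmarks = neutral control DMSO, positive control TFP | also added = fluorescent myosin IIA peptide, 5 nM | compound dosing = one concentration per compound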
Numbers without * were called inactive; ? = inconclusive; nt = no result given.

1. O=C1CCN(Cc2ccccc2)CCN1[C@H](CO)Cc1ccccc1
2. O=C(O)CCC(=O)Nc1cccc2cccnc12
3. C#CCSc1ncc(S(=O)(=O)c2ccccc2)c(=O)[nH]1
4. Cc1ccc(/C=C(\NC(=O)c2ccccc2)C(=O)NCC2CCCO2)o1 (centres undefined)
5. COC(=O)C1CCN(C(=O)NC2CCCCC2)CC1
6. COc1ccc(Cc2nnc(NC(=O)C(C)(C)C)s2)cc1

Screen / compound no.	1	2	3	4	5	6
LGR2 antag	-7	0	4	11	-5	6
FN deposit inh	-1	9	5	-3	nt	-2
PAX8 inh HTS	-18	-3	4	15	nt	-11
EWS-Fli block	-6	-1	1	-10	-10	-15
PGC1a acetyl inh	23	-3	-6	-4	-5	-16
PglD inh	4	nt	nt	0	-3	nt
ERAP1 inh	nt	0	0	7	-4	14
S100A4 MyoIIA	nt	16	-3	-1	17	2

7. O=C(N/N=C/c1ccc([N+](=O)[O-])o1)c1ccccc1NS(=O)(=O)c1cccs1
8. CCCNC(=O)C[C@@H]1C[C@@H]2c3cc(NC(=O)CC4CC4)ccc3O[C@@H]2[C@H](CO)O1
9. C[C@H]1CN(CCc2ccccc2)C(=O)[C@@H]1CC(=O)Nc1ccccc1
10. CCCC(=O)Nc1ccc2c(c1)OC[C@H](C)N(Cc1ccccn1)C[C@@H](C)[C@@H](OC)CN(C)C2=O
11. C[C@H](CO)N1C[C@H](C)[C@@H](CN(C)Cc2ccc(C(=O)O)cc2)Oc2ccc(NC(=O)Nc3ccccc3)cc2C1=O
12. O=C(Cc1ccc(NC2=NC3CS(=O)(=O)CC3S2)cc1)NCc1ccc(Cl)cc1 (centres undefined)

Screen / compound no.	7	8	9	10	11	12
LGR2 antag	-1	18	7	-2	9	-27
FN deposit inh	-7	2	2	-19	nt	-6
PAX8 inh HTS	21	nt	-34	8	3	6
EWS-Fli block	1	1	4	7	-1	-14
PGC1a acetyl inh	-10	-2	-2	2	10	-9
PglD inh	-2	-3	nt	-2	-2	-1
ERAP1 inh	nt	0	16	7	0	2
S100A4 MyoIIA	-1	13	-1	-24	2	-3

13. Nc1nc(SCCO)[nH]c(=O)c1NC(=O)c1ccccc1F
14. N#CC(c1ccc(O)cc1)N1CCOCC1 (centres undefined)
15. Cc1ccc(NC(=O)C(C)Sc2n[nH]c(CNc3ccccc3)n2)cc1 (centres undefined)
16. CCOc1ccc(-c2nc(N)ncc2Oc2ccc(OC)cc2)c(O)c1
17. C/C(=N\NC(=O)c1ccoc1C)c1ccccc1O
18. CC(NC(=O)Cn1cc([N+](=O)[O-])cn1)c1ccc(C(C)(C)C)cc1 (centres undefined)

Screen / compound no.	13	14	15	16	17	18
LGR2 antag	nt	16	-3	-22	-44	8
FN deposit inh	-6	nt	7	11	11	18
PAX8 inh HTS	-2	nt	14	6	-47	14
EWS-Fli block	10	2	3	12	-101	5
PGC1a acetyl inh	nt	4	-13	-10	-1	nt
PglD inh	1	3	8	-2	1	nt
ERAP1 inh	-2	15	-1	nt	2	-5
S100A4 MyoIIA	25	-7	-3	-1	-1	1

19. C[C@H](CO)N1C[C@H](C)[C@H](CN(C)CC2CC2)Oc2c(NC(=O)C3CCOCC3)cccc2C1=O
20. Cc1ccc(N2C(=O)C3CCC(C)(C2=O)C3(C)C)cc1C (centres undefined)
21. Cc1ccc(C(=O)CCC(=O)NCc2ccccc2)cc1
22. CCOc1ccc(NC(=O)C2CCN(S(=O)(=O)CC)CC2)cc1
23. O=C(C[C@@H]1CC[C@@H](NC(=O)c2ccc3c(c2)OCO3)[C@H](CO)O1)NCc1ccc(F)cc1
24. CCCNC(=O)Nc1ccc2c(c1)C(=O)N(C)[C@@H]1CC[C@H](CC(=O)NCCCN(C)C)O[C@@H]1CO2

Screen / compound no.	19	20	21	22	23	24
LGR2 antag	-7	-29	-8	-1	0	-26
FN deposit inh	nt	-2	-3	-1	nt	-15
PAX8 inh HTS	-8	7	-2	2	-16	9
EWS-Fli block	-17	-6	6	0	3	-13
PGC1a acetyl inh	nt	5	nt	nt	4	-1
PglD inh	-1	nt	-3	-7	-2	-6
ERAP1 inh	1	4	-1	-4	-4	1
S100A4 MyoIIA	-6	-14	-1	-3	15	3

Of the compounds above, two have a tert-butyl group.
6. COc1ccc(Cc2nnc(NC(=O)C(C)(C)C)s2)cc1
18. CC(NC(=O)Cn1cc([N+](=O)[O-])cn1)c1ccc(C(C)(C)C)cc1 (centres undefined)

Screen / compound no.	6	18
LGR2 antag	6	8
FN deposit inh	-2	18
PAX8 inh HTS	-11	14
EWS-Fli block	-15	5
PGC1a acetyl inh	-16	nt
PglD inh	nt	nt
ERAP1 inh	14	-5
S100A4 MyoIIA	2	1

Other compounds
25. COc1ccc(C#Cc2cnc3c(c2)C(=O)N([C@H](C)CO)C[C@@H](C)[C@@H](CN(C)C)O3)cc1
26. CCOC(=O)C1CC(c2ccccc2)=NN1c1ccccc1 (centres undefined)
27. COCCNC(=O)c1cc2c(s1)-c1ccc(Cl)cc1SC2
28. O=C(COC(=O)c1cccc(Cl)c1)Nc1cc(Cl)ccc1Oc1ccccc1
29. NS(=O)(=O)c1ccc(CNC(=O)c2scc3c2CCCC3)cc1
30. N#C/C(=C/c1cc(Cl)c(O)c(Cl)c1)C(=O)N1CCCCC1

Screen / compound no.	25	26	27	28	29	30
LGR2 antag	-5	nt	-28	0	-5	7
FN deposit inh	11	1	0	15	3	-5
PAX8 inh HTS	nt	-37	-67	-5	-7	-12
EWS-Fli block	-1	-16	-76	3	7	0
PGC1a acetyl inh	0	nt	12	nt	6	17
PglD inh	3	nt	4	nt	3	-15
ERAP1 inh	-1	8	-4	5	-1	5
S100A4 MyoIIA	-6	1	6	23	6	-1

31. CCCCNC(=O)C1CCN(c2nc(OC)nc(OC)n2)CC1
32. O=C(O)CCC(=O)N1CCc2c([nH]c3ccccc23)C1C(F)(F)F (centres undefined)
33. COc1cccc(-c2cnc(C(O)c3cc(C)c(OC)c(C)c3)[nH]2)c1 (centres undefined)
34. CCOC(=O)C1=C(C)Nc2nnnn2C1c1ccc(OC)c(Br)c1 (centres undefined)
35. COc1ccc(C)cc1NC(=O)CSCc1cc(=O)n2c(C)csc2n1
36. CN1C(=O)c2cc(NC(=O)NC3CCCC3)ccc2OC[C@H]2O[C@H](CC(=O)NCC3CC3)CC[C@H]21

Screen / compound no.	31	32	33	34	35	36
LGR2 antag	nt	0	8	14	14	-4
FN deposit inh	-1	3	-2	3	-8	0
PAX8 inh HTS	1	4	-9	nt	-80	-17
EWS-Fli block	nt	-3	7	-3	1	-1
PGC1a acetyl inh	-1	-4	-10	3	nt	1
PglD inh	3	-6	-1	1	2	2
ERAP1 inh	nt	-2	0	4	6	1
S100A4 MyoIIA	nt	1	-2	-14	-2	-5

37. CC(NC(=O)C1CCCC1)c1ccc(Br)cc1 (centres undefined)
38. C[C@@H]1CN([C@@H](C)CO)C(=O)c2cc(NS(C)(=O)=O)ccc2O[C@@H](C)CCCCO[C@H]1CN(C)C(=O)c1ccccc1
39. CCCCN(C(=O)c1c(CC)noc1C)c1c(N)n(CCCC)c(=O)[nH]c1=O
40. C[C@@H]1CCCCO[C@H](CN(C)C(=O)Nc2ccccc2)[C@@H](C)CN([C@@H](C)CO)C(=O)c2cc(NC(=O)C3CCCCC3)ccc2O1
41. CC(C)NC(=O)N1C[C@H]2[C@@H](c3ccccc31)[C@@H](CO)N2C(=O)c1ccccn1
42. O=C(c1cc2cc(Cl)ccc2[nH]1)N1CCN(c2ccccn2)CC1

Screen / compound no.	37	38	39	40	41	42
LGR2 antag	-3	-6	-4	10	-32	5
FN deposit inh	3	nt	-2	-7	nt	-4
PAX8 inh HTS	5	-14	-1	-9	-25	27
EWS-Fli block	12	4	-4	-7	2	-1
PGC1a acetyl inh	8	8	nt	2	1	3
PglD inh	-5	0	nt	0	-3	2
ERAP1 inh	0	0	21	0	2	1
S100A4 MyoIIA	-3	-3	-4	-7	9	3

43. C[C@@H](NC(=O)c1nc[nH]c1C(=O)N[C@@H](CCCCNC(=O)OC(C)(C)C)C(=O)OC(C)(C)C)c1ccccc1
44. COCc1cn(CC[C@@H]2CC[C@@H](NC(=O)Nc3ccc(Cl)cc3)[C@@H](CO)O2)nn1
45. CCOC(=O)c1c(C)[nH]c(C)c1S(=O)(=O)NCCc1sccc1C
46. O=C(Nc1nnc(SCc2ccc(Cl)cc2)s1)c1cnccn1
47. CCS(=O)(=O)N1Cc2ccccc2CC1C(=O)N1CCN(c2ccccc2)CC1 (centres undefined)
48. CC(=O)NC[C@H]1[C@@H](c2ccc(-c3ccccc3F)cc2)[C@@H](CO)N1CCC(F)(F)F

Screen / compound no.	43	44	45	46	47	48
LGR2 antag	19	8	11	1	5	-6
FN deposit inh	-6	nt	14	4	nt	-17
PAX8 inh HTS	30	-16	-9	4	nt	nt
EWS-Fli block	17	-5	-2	-2	nt	nt
PGC1a acetyl inh	-21	1	-7	1	nt	nt
PglD inh	-1	-1	5	4	1	nt
ERAP1 inh	2	1	-2	0	1	0
S100A4 MyoIIA	0	-5	1	7	-10	3

49. COC(=O)[C@]1(Cc2ccccc2)N[C@H](CN(C)C(=O)NC(C)C)[C@@H]2C(=O)N(Cc3ccccc3)C(=O)[C@@H]21
50. O=C(O)c1ccccc1C(=O)c1ccc(Oc2ccccc2)cc1
51. C[C@H](CO)N1C[C@H](C)[C@H](CN(C)C(=O)c2ccccn2)Oc2ncc(-c3cccc(C#N)c3)cc2C1=O
52. CCOc1ccc(Br)cc1S(=O)(=O)Nc1cccc(S(=O)(=O)N2CCOCC2)c1
53. Cc1ccc(NC(=O)COC(=O)c2cc(Cl)ccc2[N+](=O)[O-])cc1
54. COCC#Cc1ccc2c(c1)O[C@H](CN(C)C(=O)CC1CC1)[C@H](C)CN([C@@H](C)CO)S2(=O)=O

Screen / compound no.	49	50	51	52	53	54
LGR2 antag	6	-8	5	19	-4	16
FN deposit inh	2	4	nt	3	4	-13
PAX8 inh HTS	22	15	nt	-2	15	nt
EWS-Fli block	6	-27	-8	3	7	12
PGC1a acetyl inh	1	nt	3	4	nt	3
PglD inh	2	nt	0	3	nt	-1
ERAP1 inh	5	-2	1	1	1	-5
S100A4 MyoIIA	1	9	-9	-1	3	-11

55. COc1ccc(NC(=O)N2c3ccccc3C(C)=CC2(C)C)cc1
56. O=C1Cn2nnc(-c3ccccc3)c2C2c3cc(Br)ccc3CCN12 (centres undefined)
57. CCC1CCc2c(sc(NC(=O)CSc3nc(-c4ccco4)cc(C(F)(F)F)n3)c2C#N)C1 (centres undefined)
58. COCCCNC(=S)NC(=O)c1ccccc1
59. CCOC(=O)[C@]12CCC=C1N(CCC1=CCCCC1)C(=O)[C@H](CC(=O)NCCCOC)C2

Screen / compound no.	55	56	57	58	59
LGR2 antag	-6	7	-9	-3	-18
FN deposit inh	nt	6	nt	2	nt
PAX8 inh HTS	-27	?	nt	-71	-2
EWS-Fli block	-9	4	nt	nt	-8
PGC1a acetyl inh	5	nt	0	-2	nt
PglD inh	nt	nt	-6	2	nt
ERAP1 inh	0	3	-2	nt	nt
S100A4 MyoIIA	-3	4	5	nt	-4

Ordered by value in S100A4 MyoIIA (falling): 3 from the list above
nr	structure	S100A4 MyoIIA
16	CCOc1ccc(-c2nc(N)ncc2Oc2ccc(OC)cc2)c(O)c1	-1
22	CCOc1ccc(NC(=O)C2CCN(S(=O)(=O)CC)CC2)cc1	-3
34	CCOC(=O)C1=C(C)Nc2nnnn2C1c1ccc(OC)c(Br)c1 (centres undefined)	-14

Assay outcomes from PubChem.

This is a random part of the collection; 2.1% or so of the library scored in one or more.
